Bioassay records deposited in PubChem by National Center for Advancing Translational Sciences (NCATS).
Glioma ERSR ind: induces the endoplasmic reticulum stress response in human glioma cells; U87-MG GRP78 promoter luciferase reporter, 16 h; Potency, µM, without a hit: at the top dose activation, actives largely listed as activators; 420,000 compounds, 0.02% hits; note: series mostly up to about 76 µM; % of control where 0% means no effect; nearly all actives have a fitted effect of over 35% in size
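Stably transfected U87-MG glioma cells carrying a GRP78-based luciferase sensor; 16 h compound incubation. Luminescence end-point read 10 min after Bright-Glo addition at room temperature.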
Vif-APOBEC3G blk: inhibitors of Vif-APOBEC3G interaction | AID 602310 | HeLa A3G-eYFP + Vif (tagged APOBEC3G with the HIV-1 protein that degrades it), YFP fluorescence, overnight | Potency, µM (top dose mostly 46.1 µM), without a hit: top-dose activity, negative = active, actives largely listed as inhibitors | 410,000 compounds, 0.076% hits | Q9HC16;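 note: % is set by controls: 0 for no effect and ±100 for the full control effect; nearly all actives have a fitted effect of over 60% in size; hits raise eYFP signal because A3G escapes Vif-driven loss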
Target sequence (Q9HC16 whole entry, looked up): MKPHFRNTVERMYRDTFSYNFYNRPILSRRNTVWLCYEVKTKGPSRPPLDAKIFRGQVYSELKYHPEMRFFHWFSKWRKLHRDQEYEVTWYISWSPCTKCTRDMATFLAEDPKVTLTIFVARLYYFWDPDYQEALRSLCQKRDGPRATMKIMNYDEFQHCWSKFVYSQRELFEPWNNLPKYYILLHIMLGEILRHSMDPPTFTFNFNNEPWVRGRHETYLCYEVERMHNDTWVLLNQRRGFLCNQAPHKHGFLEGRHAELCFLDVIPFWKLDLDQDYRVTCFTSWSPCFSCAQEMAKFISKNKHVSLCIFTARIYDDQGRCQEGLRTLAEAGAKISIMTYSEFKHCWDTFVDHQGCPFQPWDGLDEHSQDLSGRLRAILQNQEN
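HeLa cells stably expressing Vif and C-terminally eYFP-tagged A3G, seeded overnight at 37 deg C, then exposed to compound by pintool overnight at 37 deg C. Rise in yellow fluorescence (Ex 488/Em 500-530, Acumen) marks blocked Vif-driven A3G degradation.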
Vif-APOBEC3F blk: blocks the Vif interaction with APOBEC3F; HeLa A3F-eYFP + Vif (tagged APOBEC3F with the HIV-1 protein that degrades it), YFP fluorescence increase; Potency, µM (highest dose often 46.1 µM), inactives show at the highest dose activity, negative = active; 390,000 compounds, 0.2% hits; note: % of control where 0% means no effect; nearly all actives have a fitted effect of over 65% in size
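HeLa cells stably expressing A3F-eYFP plus Vif, plated and incubated overnight at 37 deg C, then exposed to compounds overnight at 37 deg C. Blocked degradation read as raised yellow fluorescence (Ex 488/Em 500-530).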
* = called active by the depositor; ? = inconclusive; & = joins results of further samples. Calls come from the whole dose curve; as a rule, active = well fitted curve in the direction sought with a large enough effect; inconclusive = small, poorly fitted or top-dose-only effect, or another doubt; inactive = no such curve, though single readings can be large; an effect the other way counts as inactive or inconclusive. Potency is the fitted concentration of half-maximal effect.

| Compound | Vif-APOBEC3G blk | Glioma ERSR ind | Vif-APOBEC3F blk |
| --- | --- | --- | --- |
| CC(C)NC(=O)N(C)C[C@H]1Oc2ccc(NS(=O)(=O)c3ccc(Cl)cc3)cc2CC(=O)N([C@@H](C)CO)C[C@@H]1C | 1.3% | -2.1% | 5.5% |
| Cc1noc(C)c1NC(=O)Nc1cccc2c1O[C@H](CN(C)S(=O)(=O)c1ccccc1)[C@@H](C)CN([C@H](C)CO)C2=O | -0.3% | -2.1% | 1.9% |
| COC(C[C@H]1O[C@@H]1[C@H](O)[C@H](C)OCc1ccccc1)OC | 4.1% | -4.4% | 0.8% |
| CC1CCN=C(N)S1 (stereo unspecified) | 3.0% | -1.4%&-1.2% | 2.3% |
| COc1ccc(C2=CC(=O)CC(c3ccc(F)cc3)C2)cn1 (stereo unspecified) | -2.1% | -1.5% | -0.7% |
| COc1cc(-c2noc(C)c2C(=O)N[C@@H](CO)Cc2ccccc2)cc(OC)c1OC | -1.9% | 0.5% | -0.4% |
| C[C@]12c3[nH]c4ccccc4c3CCN1C(=O)C(CC(=O)NCc1cccc(C(F)(F)F)c1)C[C@@H]2C(=O)N1CCCCC1 (stereo partly specified) | -5.1% | 3.8% | -3.8% |
| COc1cc(O)c2c(=O)c3c(O)c(O)ccc3oc2c1OC | -7.3% | ? | -6.8% |
| COCCCNC(=O)C[C@H]1C[C@H](C(=O)N2CCCCC2)[C@@]2(CCc3ccccc3)c3[nH]c4ccc(Cl)cc4c3CCN2C1=O | 2.3% | -0.9% | ? |
| O=C(Cc1cccc(NC(=O)C2CCCN(C(=O)C3CC3)C2)c1)Nc1cccc(C(=O)N2CCCCC2)c1 (stereo unspecified) | 4.1% | -1.1% | 11.2% |
| C=CCNC(=O)c1cccc2c1C(=O)c1ccc(N3CCCC3)cc1S2(=O)=O | -20.7% | 2.5% | -3.3% |
| CN(C(=O)c1cccc(NC(=O)Cc2ccc([N+](=O)[O-])cc2)c1)C1CCCC1 | 2.7% | -4.2% | 1.2% |
| C#CCN1C=CC(=O)[C@@H](OC(=O)Nc2ccc(Br)cc2)[C@H]1c1ccccc1Br | -3.2% | -4.2% | 9.0% |
| C=CC[C@H](CC(=O)NCCO)C(=O)N[C@@H](COC(=O)[C@H](CC=C)CC(=O)OC(C)(C)C)Cc1ccccc1 | 0.2% | -0.7% | -2.3% |
| COCCNC(=O)c1cccc2c1C(=O)c1ccc(N3CCOCC3)cc1S2(=O)=O | 0.9% | -4.8% | 1.9% |
| Cc1noc(C)c1NC(=O)N(C)C[C@H]1Oc2ccc(NC(=O)NC3CCCCC3)cc2C(=O)N([C@H](C)CO)C[C@@H]1C | 0.2% | -3.5% | -5.7% |
| CCOC(=O)C1=CN(Cc2ccc(Br)cc2)S(=O)(=O)NC1C (stereo unspecified) | 1.1% | -1.8% | 3.9% |
| O=S1(=O)c2ccc(Br)cc2N2CC[C@H](C2)N1Cc1ccc(Cl)cc1 | -18.3% | -4.6% | -23.4% |
| Cc1ccccc1Oc1ccc2c(c1)[C@@H]1C[C@H](N(C)C(=O)c3ccc(C#N)cc3)[C@H]([C@H](C)O)C(=O)N1CC2 | -4.9% | -2.1% | 5.0% |
| NCC(=O)NCC(=O)NC[C@H]1O[C@@H](n2cnc3c(N)ncnc32)[C@H](O)[C@@H]1O | 2.7% | -1.0% | 3.4% |
| C[C@@H](CN1CCC[C@H]1CN1C(N)=NC[C@@H]1Cc1ccccc1)N1C[C@@H](Cc2ccccc2)N(CCc2ccc(Cl)c(Cl)c2)C1=N | 8.2% | -3.7% | 1.4% |
| C#CCOCCOCCOCCNc1nc(N2CCN(C(=O)[C@H](CCC(=O)O)n3cc([C@@H](N)CC(N)=O)nn3)CC2)nc(N2CCN(C(=O)[C@H](CCC(=O)O)n3cc([C@@H](N)CC(N)=O)nn3)CC2)n1 | 1.7% | -3.3% | 5.9% |
| CCOC(=O)C[C@H]1c2ccc(C(F)(F)F)cc2S(=O)(=O)N1Cc1ccccc1 | -0.6%&1.1% | -2.4%&-3.3% | 1.0% |
| C=C(CCO)C1=CCN(S(=O)C(C)(C)C)[C@H]1CCO (stereo partly specified) | -0.2% | -1.3% | -4.7% |
| CC(C)(C)[C@H]1COC(=O)CC/C=C\C[C@H](CC(=O)N(CCO)Cc2ccccc2)C(=O)N1 | -5.5% | -2.6% | -1.2% |
| Cc1ccc(C2=NOC(C)(c3sc(-c4ccc(Cl)cc4)nc3C)C2)cc1 (stereo unspecified) | -6.9% | 8.7% | -4.1% |
| COc1cc(OC)cc(-c2c(-c3ccc(C(C)=O)cc3)c3cc(-c4cccc5[nH]ccc45)ccc3n2C)c1 | -7.6% | -4.2% | 2.9% |
| COC(C[C@H](O)CC(=O)[C@@H](C)OCc1ccccc1)OC | 0.8% | 0.3% | -4.7% |
| Cc1ccc(S(=O)(=O)Nc2ccc3c(c2)CC(=O)N([C@H](C)CO)C[C@H](C)[C@H](CN(C)Cc2ccc4c(c2)OCO4)O3)cc1 | -8.5% | -4.0% | -1.8% |
| CCC(CO)Oc1cc(NC(=O)Cc2ccccc2F)c2ncn(C(C)C)c2c1 (stereo unspecified) | -2.3% | -4.7% | -1.1% |
| C#CCN(C[C@@H](CC(C)C)NC(=O)OC(C)(C)C)S(=O)(=O)c1ccc(Br)cc1F | -8.7% | -3.4% | 4.8% |
| C=C1[C@H](C)CN(S(=O)(=O)C(C)(C)C)[C@H]1CCO | -1.5% | -3.5% | 5.7% |
| O=C(Cn1cnc2c(OCc3ccccc3)ncnc21)NCCCn1ccnc1 | -5.1% | -4.7% | 4.1% |
| O=C(NS(=O)(=O)NC1CCCCC1)C1=C(N2CCCC2)COC1=O | -0.7% | -3.1% | 1.7% |
| Cn1cnc(C(=O)NC2CCN(C(=O)OC(C)(C)C)CC2)c1C(=O)NC1CCN(C(=O)OC(C)(C)C)CC1 | -0.3% | 0.9% | -4.5% |
| CC[C@]12c3[nH]c4cc(CCC(=O)N(C)C)ccc4c3CCN1C(=O)[C@@H](CC(=O)NCCC1=CCCCC1)C[C@@H]2C(=O)N1CCN(C(=O)c2ccco2)CC1 | 4.3% | 0.1% | -7.0% |
| CC(C)CNC(=O)/C=C/C=C/c1ccc2c(c1)OCO2 | -1.5% | -1.4% | 6.8% |
| COc1ccc(NC(=O)Nc2cccc3c2O[C@H](CN(C)C(=O)Nc2ccc4c(c2)OCO4)[C@@H](C)CN([C@H](C)CO)C3=O)cc1 | -3.6% | -3.7% | 0.5% |
| COc1ccc2c(c1)[C@H]1[C@H](CO2)[C@H](c2ccccc2)[C@]2(C)C(=O)Nc3cc(F)ccc3C(=O)N12 | -26.2% | -3.2% | -5.9% |
| O=C1N[C@@H](c2ccccc2)COC(=O)[C@@H](Cc2ccc(F)cc2)C/C=C\C[C@H]1CC(=O)N(CCO)Cc1ccccc1 | -15.2% | -2.9% | 0.7% |
| c1ccc2c(c1)CCc1ccccc1C2=C1CCNCC1 | -6.5% | -1.7% | 0.0% |
| Cc1ccc(C2=NOC(C)(c3nnc(-c4cccc(Cl)c4)o3)C2)cc1 (stereo unspecified) | 0.1% | -1.5% | 2.2% |
| CCOC(=O)/C=C/c1ccc2c(c1)S(=O)(=O)N(c1cccc(OC)c1)[C@H]2CC(=O)OCC | 0.5%&0.2% | 0.7%&-3.6% | -3.9% |
| CC(C)C[C@H]1CNC(=S)N1CC1CCCN1C[C@H](Cc1ccc(O)cc1)N1C[C@H](Cc2ccccc2)N(CC2CCCCC2)C1=S (stereo partly specified) | 4.4% | -4.5% | -8.5% |
| C[C@H](O)[C@@H]1C(=O)N2CCc3ccc(-c4ccccc4)cc3[C@@H]2C[C@@H]1N(C)C(=O)Nc1cc(Cl)cc(Cl)c1 | -7.4% | -2.5% | 3.7% |
| Cc1cc2oc(=O)cc(-c3ccccc3)c2c(C)c1-c1ccc(OC(F)(F)F)cc1 | -5.9% | -2.3%&-3.8% | 3.7% |
| C#CCOCCOCCOCCNc1nc(N2CCN(C(=O)[C@H](CCCN=C(N)N)n3cc(C(N)[C@@H](C)CC)nn3)CC2)nc(N2CCN(C(=O)[C@H](CCC(=O)O)n3cc([C@@H](N)[C@H](C)CC)nn3)CC2)n1 (stereo partly specified) | 0.1% | -2.8% | 3.9% |
| C#CCOCCOCCOCCNc1nc(N2CCOCC2)nc(N2CCN(C(=O)[C@H](CCCCN)n3cc(CN)nn3)CC2)n1 | -0.6% | -2.7% | -6.9% |
| N/C(=N\OC(=O)CCCN1C(=O)c2ccccc2C1=O)c1ccc(Br)cc1 | 2.1% | -1.5% | -4.2% |
| CC1(OC(=O)c2ccco2)C(=O)C=C2C=C(C3CC3)OC=C2C1=O (stereo unspecified) | 1.7% | -1.9% | 2.1% |
| CCN(CC)C(=O)[C@H]1CC(CC(=O)NCc2ccco2)C(=O)N2CCc3c([nH]c4ccccc34)[C@]12C (stereo partly specified) | -2.9% | -1.7% | 6.3% |
| Cc1ccc(C)c(N2CCN(C(=O)CCc3nc(-c4ccc(Cl)cc4)no3)CC2)c1 | 0.7% | -1.2% | 2.5% |
| O=C(NCc1cccnc1)[C@@H]1CC=C[C@@H]2CCN(Cc3ccccc3)C(=O)[C@@H]21 | 1.6%&2.7% | -3.4%&-3.1% | 8.7% |
| CC[C@]12c3[nH]c4ccc(Cl)cc4c3CCN1C(=O)[C@@H](CC(=O)NCCCn1ccnc1)C[C@@H]2C(=O)N1CCN(C(=O)c2ccco2)CC1 | -0.8% | -3.4% | 6.9% |
| COc1cc(C2C(c3ccccc3)C(c3cc(OC)cc(=O)o3)C2c2ccccc2)oc(=O)c1 (stereo unspecified) | -5.3% | -0.1% | 5.1% |
| S=C1NCCN1CC1CCN(CCC23CC4CC(CC(C4)C2)C3)CC1 | 1.3% | -3.3% | -5.7% |
| CCCCN1CC(=O)N2[C@@H]3c4cc(OC)ccc4OC[C@@H]3[C@H](C(=O)OCC)[C@]2(C)C1=O | 0.0% | -1.3% | 4.4% |
| O=C1CCC[C@H]2c3[nH]c4ccccc4c3CCN12 | -16.4% | 3.1% | ? |
| CC(C)=CCC[C@](C)(O)C1CC[C@]2(C)C1[C@H](O)CC1[C@@]3(C)CC[C@H](O[C@@H]4O[C@H](CO)[C@@H](O)[C@H](O)[C@H]4O[C@@H]4O[C@H](CO)[C@@H](O)[C@H](O)[C@H]4O)C(C)(C)C3CC[C@]12C (stereo partly specified) | 3.2% | -5.0% | 1.2% |
| CCN(CC)C(=O)[C@H]1C[C@H](CC(=O)NCCN2CCOCC2)C(=O)N2CCc3c([nH]c4cc(CCC(=O)N(C)C)ccc34)[C@]12C | -2.7% | -0.8% | 1.1% |

New compounds follow.
| Compound | Vif-APOBEC3G blk | Glioma ERSR ind | Vif-APOBEC3F blk |
| --- | --- | --- | --- |
| COc1ccc(-c2csc(NC(CO)c3nc4ccccc4n3CCCO)n2)cc1 (stereo unspecified) | -10.9% | 3.9% | 3.0% |
| CC(=O)C[C@H](O)CC(=O)[C@H]1OC(=O)CCCCCc2ccccc21 | 1.2% | -1.4% | 2.3% |
| C=CCCN([C@H](CO)Cc1ccccc1)S(=O)(=O)c1ccccc1Br | 1.5% | 1.7% | -0.1% |
| COc1ccc(-c2nc3c(s2)CCc2onc(-c4ccc(Br)cc4)c2-3)cc1 | 0.6% | 2.1% | 1.5% |
| O=c1cc2c(c(-c3ccccc3)n1Cc1ccccc1)[C@@H](CCO)NC2 | 0.1% | -3.6% | -1.8% |
| CC[C@]12c3[nH]c4ccc(OC)cc4c3CCN1C(=O)C(CC(=O)NCc1cccc(C(F)(F)F)c1)C[C@@H]2C(=O)N1CCN(C(=O)c2ccco2)CC1 (stereo partly specified) | -4.6% | -1.3% | 8.8% |
| CN1C[C@@H]2[C@@H]3C(=O)N(Cc4ccccc4)C(=O)[C@@H]3[C@](Cc3ccccc3)(C1=O)N2C(=O)c1ccc(F)cc1 | 0.1% | -1.1% | 5.1% |
| C[C@@H]1CN(S(=O)(=O)C(C)(C)C)[C@@H](CCO)/C1=C\c1ccccc1 | -0.6% | -2.8% | -4.8% |

Compound profiles (already shown). Order of values: Vif-APOBEC3G blk, Glioma ERSR ind, Vif-APOBEC3F blk
CCOC(=O)/C=C/c1ccc2c(c1)S(=O)(=O)N(c1cccc(OC)c1)[C@H]2CC(=O)OCC as listed: 0.5%&0.2%, 0.7%&-3.6%, -3.9%
CC(C)(C)[C@H]1COC(=O)CC/C=C\C[C@H](CC(=O)N(CCO)Cc2ccccc2)C(=O)N1 as listed: -5.5%, -2.6%, -1.2%
COc1ccc(-c2csc(NC(CO)c3nc4ccccc4n3CCCO)n2)cc1 (stereo unspecified) as listed: -10.9%, 3.9%, 3.0%
O=c1cc2c(c(-c3ccccc3)n1Cc1ccccc1)[C@@H](CCO)NC2 as listed: 0.1%, -3.6%, -1.8%

Some of the compounds tested; the hit share may differ from the screen's.
